Screens deposited in PubChem by Johns Hopkins Ion Channel Center.
CHT inh = inhibitors of human choline transporter CHT; 310,000 compounds, 0.86% hits; Q9GZV3; B-score at 10 µM; CHT-expressing cells, membrane potential dye, choline response; hits give low values; AID 488975;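 active means B-score over 3 SD under the library average, and starting fluorescence ratio not unusually high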;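 further: choline stimulus applied at its EC90 after an EC20 pre-addition; B-score computed on integrated fluorescence ratio after choline addition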
Target sequence (Q9GZV3 whole entry, looked up): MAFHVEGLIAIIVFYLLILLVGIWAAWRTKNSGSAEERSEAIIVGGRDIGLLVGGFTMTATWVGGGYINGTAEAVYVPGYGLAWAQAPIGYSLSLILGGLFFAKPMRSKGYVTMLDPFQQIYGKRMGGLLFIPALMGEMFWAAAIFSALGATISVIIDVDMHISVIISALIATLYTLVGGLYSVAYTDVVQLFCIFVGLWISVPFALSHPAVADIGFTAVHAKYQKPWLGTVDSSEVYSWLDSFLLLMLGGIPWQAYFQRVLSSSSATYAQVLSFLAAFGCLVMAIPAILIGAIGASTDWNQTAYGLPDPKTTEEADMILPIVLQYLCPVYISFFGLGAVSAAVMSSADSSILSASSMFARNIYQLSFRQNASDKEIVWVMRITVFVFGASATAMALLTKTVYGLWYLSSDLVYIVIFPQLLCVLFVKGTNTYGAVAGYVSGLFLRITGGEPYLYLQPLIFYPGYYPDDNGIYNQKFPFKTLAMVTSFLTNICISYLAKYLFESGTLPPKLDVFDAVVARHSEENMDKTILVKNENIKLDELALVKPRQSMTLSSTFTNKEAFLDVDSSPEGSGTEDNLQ
CHT allo act = allosterically activates the human high affinity choline transporter. AID 488977. Q9GZV3. B-score at 10 µM. CHT-expressing cells, membrane potential dye, choline EC20; hits give high values; LV-AA mutant CHT in HEK293 cells. 310,000 compounds, 0.49% hits;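 active means initial fluorescence not abnormally high and integrated response B-score, plate-corrected, over 3 SD above library mean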
* marks the source's active call; other numbers are inactive results; i = inactive. Outcome played no part in choosing rows, and some 1.4% of all compounds hit somewhere here.

Every second line gives: CHT inh	CHT allo act
- O=C(COC(=O)COc1ccc(Cl)cc1)NC1CCCCC1
    i	i
- COc1ccc(NC(=O)CCS(=O)(=O)c2ccc3c(c2)NC(=O)C(C)S3)cc1OC (centres undefined)
    i	i
- COc1ccc(NC(=S)NCc2ccco2)cc1
    i	i
- CC(C)C(c1nnnn1C1CCCC1)N1CCN(c2ccccc2F)CC1 (centres undefined)
    i	i
- COc1ccc(OCc2nc(N)nc(Nc3ccccc3OC)n2)cc1
    i	i
- Oc1ccccc1C1CCCCC1c1ccccc1 (centres undefined)
    i	i
- O=C(CSCc1ccc([N+](=O)[O-])cc1)Nc1cccc(C(=O)Nc2ccccc2C(=O)O)c1
    i	i
- CCN(Cc1ccccc1)C(=O)c1ccc(SC)cc1OC
    i	i
- COc1ccc(S(=O)(=O)CCC(=O)NCCc2ccc(S(N)(=O)=O)cc2)cc1
    i	i
- CN(C(=O)COC(=O)c1cc2c(s1)CCCCC2)c1ccccc1
    i	i
- CCOc1cccc2cc(C(=O)NCc3ccc(OC)cc3)c(=N)oc12
    i	i
- CCc1nc2ccccc2n1Cc1ccccc1OC
    i	i
- CCOc1ncccc1C(=O)Nc1ccccc1F
    i	i
- COc1ccc(-c2[nH]ncc2CN2CCC(C(=O)c3ccc(F)cc3)CC2)cc1
    i	i
- CCOc1cc(N2CCOCC2)c(OCC)cc1NC(=O)C(NC(=O)c1ccco1)C(C)C (centres undefined)
    i	i
- O=C(OCc1cncs1)c1ccccc1Cl
    i	i
- COc1cc2cc(CN(CCc3ccccc3C)C(=S)NCCCN3CCOCC3)c(=O)[nH]c2cc1OC
    i	i
- COc1ccc(C(=O)Nc2ccc(S(=O)(=O)Nc3nccc(C)n3)cc2)cc1[N+](=O)[O-]
    i	i
- COc1cccc(CNC(=S)Nc2ccc(Cl)cc2C)c1
    i	i
- CCCCn1c(N)c(NCCC)c(=O)[nH]c1=O
    i	i
- COc1ccc2[nH]c(=O)c(CNc3ccc(C)c(C)c3)cc2c1
    i	i
- Cc1ccc(OC(F)F)c(NC(=O)Nc2ccc3c(c2)OCO3)c1
    i	i
- N#Cc1ccccc1S(=O)(=O)N1CCN(C(=O)c2ccc(-n3cncn3)c([N+](=O)[O-])c2)CC1
    i	i
- Cn1cc(/C(Cc2ccccc2)=N\O)c2ccccc21
    i	i
- COCC(C)NC(=O)Cc1ccc(Cl)cc1 (centres undefined)
    i	i
- O=C1c2ccccc2C(=O)c2c([N+](=O)[O-])ccc(O)c21
    i	i
- CC1=NN(C(=O)c2ccccc2Br)C(O)(c2cccnc2)C1 (centres undefined)
    i	i
- CCn1c(SCC(=O)N/N=C/c2cc(OC)c(OC)c(OC)c2)nc2ccccc21
    i	i
- CC1CCCC(C)N1CC(O)COC1CCC(C(C)(C)C)CC1 (centres undefined)
    i	i
- CC(C)CNc1nnnc2c1sc1nc(N3CCOCC3)c3c(c12)CCCC3
    i	i
- O=c1[nH]n2c(C(F)(F)F)cc(C3CC3)nc2c1N=Nc1ccccc1
    i	i
- Cc1onc(-c2ccccc2)c1C(=O)NC(C)C1CCCO1 (centres undefined)
    i	i
- Cc1ccc(S(=O)(=O)NCCCCCC(=O)Nc2c(C)n(C)n(-c3ccccc3)c2=O)cc1
    i	i
- COc1ccc(NC(=O)CN2CCc3ccccc3C2)c(OC)c1
    i	i
- CCOc1ccc(C(=O)OCC(=O)NCCCc2ccccc2)cc1
    i	i
- COc1ccc(CNC(=O)c2cnccn2)cc1
    i	i
- O=C1CSC(=Nc2cc(Cl)ccc2Cl)N1
    i	i
- O=C(Cc1ccccc1Cl)NCCCn1ccnc1
    i	i
- COc1ccc(CN(C(=O)c2snc(C(N)=O)c2N)C(C(=O)NC2CCCC2)c2cc(OC)ccc2OC)cc1 (centres undefined)
    i	i
- CC(C)(C)C(=O)c1sc(Nc2ccccc2)nc1N
    i	i
- Cc1ccc(S(=O)(=O)N2[C@@H](c3ccc(Cl)cc3)C(C(=O)O)=CC[C@H]2c2cccs2)cc1
    i	i
- Cc1cc(C(F)F)n2ncc(C(=O)NCCc3ccccc3Cl)c2n1
    i	i
- O=C(/C=C/c1ccccc1)c1ccccc1O
    i	i
- Nc1nonc1-n1nnc(C(=O)N/N=C/c2ccc(O)cc2)c1CN1CCCCCC1
    i	i
- CC(Sc1ccccc1)C(=O)N(CCC#N)Cc1cccnc1 (centres undefined)
    i	i
- COc1cc(C(=O)N(CCN(C)C)CC2CCCN(Cc3ccccc3F)C2)ccc1C (centres undefined)
    i	i
- O=C1CCC(C(=O)N(Cc2cccs2)C2(C(=O)NC3CCCCC3)CCCCC2)N1 (centres undefined)
    i	6.95*
- O=C(Nc1ccc(Br)cc1)c1cc(-c2cccs2)on1
    i	i
- OCC1(Cc2ccccc2)CCN(Cc2cnc(-c3ccc(Cl)cc3)nc2)CC1
    i	i
- CCC(C(=O)Nc1ccccc1F)n1nc(C)c2c(C)n(-c3ccccc3)nc2c1=O (centres undefined)
    i	i
- COc1ccc2c(c1OC)C(=O)N1C2SC[C@H]1C(=O)NC1CCCCC1 (some centres undefined)
    i	i
- Cc1ccccc1C(=O)NNc1ccc(-c2csnn2)cc1
    i	i
- NC(=O)C1=C[C@H](c2csc3ccccc23)C[C@H](OCc2ccc(CO)cc2)O1
    i	i
- Cc1nnc(-c2ccccc2)nc1N1CCOCC1
    i	i
- CC(C(=O)O)N1C(=O)c2cccc3cccc1c23 (centres undefined)
    i	i
- O=C(Nc1ccc2oc(-c3ccncc3)nc2c1)c1cccs1
    i	i
- CSc1ccc(CN2CCC(Cc3ccccc3)CC2)cc1
    i	i
- O=C(CCN1CCCCC1)c1ccc2c(c1)OCCO2
    i	i
- c1ccc(CSc2nnc(-c3ccccn3)n2-c2ccccc2)cc1
    i	i
- O=C(CCCc1ccccc1)Nc1cccc([N+](=O)[O-])c1
    i	i

New compounds follow.
Every second line gives: CHT inh	CHT allo act
- O=C(COC(=O)/C=C/c1cccc(C(F)(F)F)c1)NCc1ccccc1
    i	i
- O=C(Cc1ccccc1)Nc1nc(-c2cccs2)cs1
    i	i
- O=C(NC1CCCC1)C(Cc1ccccc1)n1cccc1 (centres undefined)
    i	i
- Cc1cc(C(=O)OCC(=O)N2CCOCC2)c2ccccc2n1
    i	i
- O=C(Cc1cccs1)Nc1ccccc1C(=O)O
    i	i
- Cc1ccc2c(c1)C(c1ccc(F)cc1)N(C(=O)c1ccc(S(=O)(=O)N(C)C)cc1)CC(=O)N2 (centres undefined)
    i	i
- COc1cccc(-c2coc3c(C)c4oc(=O)c(CC(=O)O)c(C)c4cc23)c1
    i	i
- COc1nc(Nc2cccc(C)c2)nc(N2CCCCC2)n1
    i	i
- O=C(NCc1ccco1)C(c1ccccc1)N(CC1CCCO1)C(=O)Cn1nnc2ccccc21 (centres undefined)
    i	i
- Cc1ccc(C)n1NC(=O)c1ccco1
    i	i
- CCCCn1nc2cc(C(=O)NCCCCc3ccccc3)ccc2c1OCC
    i	i
- Cc1noc(C)c1S(=O)(=O)N1CCCC(C(=O)c2cccc(OC(C)C)c2)C1 (centres undefined)
    i	i
- CCN1CCN(CCCNC(=O)CCc2nc(-c3ccc(OC)cc3)no2)CC1
    i	i
- Cc1sc(NC(=O)CCCC(=O)O)c(C#N)c1C
    i	i
- O=C(Nc1cccc(C(F)(F)F)c1)c1cc2c(=O)c3ccccc3oc2nc1C(F)(F)F
    i	i
- O=C(O)c1ccccc1C(=O)c1ccc(Oc2ccccc2)cc1
    i	i
- COCCC(=O)N1CCC(Oc2ccc(C(=O)NC(C)CCn3cccn3)cc2)CC1 (centres undefined)
    i	i
- O=C(CSCC(=O)Nc1cccc2ccccc12)Nc1cccc2ccccc12
    i	i
- O=C(Nc1ccc(F)cc1F)c1csc(-c2ccccc2)n1
    i	i
- CCOC(=O)C1CN(S(=O)(=O)c2ccccc2)c2cc(S(=O)(=O)CC)ccc2O1 (centres undefined)
    i	i
- CC(=O)N(/N=C/c1ccc([N+](=O)[O-])o1)c1nc2ccccc2c(=O)n1-c1ccccc1
    i	i
- Cc1cc(C)c2cc(C(=O)Nc3ccccc3)[nH]c2c1
    i	i
- O=C1CCCC2=C1C(c1ccccc1)n1c(s/c(=C/c3cccc(F)c3)c1=O)=N2 (centres undefined)
    i	i
- COc1ccccc1-c1c(C)nn2c(N3CCN(Cc4ccccc4)CC3)cc(C)nc12
    i	i
- COc1ccc(CNC(C)C2COc3ccccc3O2)c(OC)c1 (centres undefined)
    i	i
- O=C(CCCN1C(=O)CSc2ncccc21)N1CCN(Cc2ccccc2)CC1
    i	i
- C=CCc1cc(/C=N/NC(=O)CSc2nnc(CCCc3ccc(OC)cc3)o2)cc(OC)c1O
    i	i
- Cc1cccc(C)c1NC(=S)N(Cc1ccccc1)Cc1cccnc1
    i	i
- CCCOc1ccc(CNC(=S)N/N=C/c2ccc([N+](=O)[O-])cc2)cc1
    i	i
- Nn1cnnc1SCC(=O)Nc1ccc2c(c1)OCO2
    i	i

The results go on.
Compound,CHT inh,CHT allo act
COc1ccc(S(=O)(=O)NCC2CCC(C(=O)NCc3ccco3)CC2)cc1 (centres undefined),i,i
COc1ccc2nc(NC(=O)CN3CCN(C)CC3)sc2c1,i,i
O=C(c1ccc(CSc2nc3ccncc3[nH]2)cc1)N1CCCCC1,i,i
CC(C)Cn1c(SCC(=O)NCc2ccc(Cl)cc2)nnc1-c1cccc(S(=O)(=O)N2CCOCC2)c1,i,i
CC(=O)c1ccc(NC(=O)CSc2nnc(Cn3cnc4ccccc43)o2)cc1,i,i
COc1ccc([N+](=O)[O-])cc1NC(=O)C(C)Sc1ccc(C)cc1 (centres undefined),i,i
CC/S(C)=N/S(=O)(=O)c1ccc(C)cc1 (centres undefined),i,i
CCNC(=S)N1CCN(c2ncccn2)CC1,i,i
CSc1nc(C)cc(NC(N)=O)n1,i,i
CC(=O)CSc1cc(-c2ccccc2)nc2ncnn12,i,i
O=C(CC1C(=O)N(c2ccccc2)C(=O)N1Cc1ccco1)Nc1ccccc1 (centres undefined),i,i
Cc1ccc(-c2cnc(NCc3cc4c(cc3[N+](=O)[O-])OCO4)n2C)cc1C,i,i
CCN(CC)CCNC(=O)C(C(=O)c1ccccc1)n1ccccc1=O (centres undefined),i,i
O=C1CCCC/C1=C\Nc1ccc(Cl)cn1,i,i
CCCCc1nnc(NC(=O)c2ccc(-n3cncn3)c([N+](=O)[O-])c2)s1,i,i
Cc1cc(NC(=O)CSc2n[nH]c(N)n2)no1,i,i
O=C(CCNS(=O)(=O)c1ccc(Br)cc1)N1CCN(c2ccccc2O)CC1,i,i
CCc1nnc(NC(=O)CCC(=O)N2CCCC(O)C2)s1 (centres undefined),i,i
c1ccc(CN2CCN(c3nc4ccccc4c4ccccc34)CC2)cc1,i,i
Cc1ccccc1OCc1nc2ccccc2c(=O)n1/N=C/c1ccco1,i,i
CC(C)(C)C(=O)Nc1ccc(S(=O)(=O)N2CCC(c3nc4ccccc4[nH]3)CC2)cc1,i,i
CCN(CC)CCNC(=O)c1ccc(NC(=O)Cc2ccccc2F)cc1,i,i
COc1ccc(-c2cc(C(=O)NN)[nH]n2)cc1OC,i,i
COC(=O)C(=O)Nc1nnc(COc2ccccc2)s1,i,i
CCOC(=O)C1(CCc2ccccc2)CCN(Cc2cccc3nccnc23)CC1,-11.6*,i
CNCC(=O)Nc1c(C)n[nH]c1C,i,i
O=c1c2c(nc3cc(-c4ccc(F)cc4)[nH]n13)CCCC2,i,i
COc1cccc(NC(=O)C/C(C)=N/NC(=O)c2ccccc2Cl)c1,i,i
CSc1cccc(NC(=O)CSc2ccc(C)cc2)c1,i,i
CCOC(=O)C1CCN(C(=O)CCc2nnc3ccc(N4CCC(C)CC4)nn23)CC1,i,i
CCN1CCN(c2ccc(N=Cc3ccc(O)cc3O)cc2)CC1,i,i
Cc1ccc(C)c(N(C(=O)c2csnn2)C(C(=O)NC2CCCC2)c2ccncc2)c1 (centres undefined),i,i
COc1cc(CN2CCNC(=O)C2CC(=O)N(C)Cc2cccnc2)cc(OC)c1 (centres undefined),i,i
COc1cc(OC)cc(C(=O)Nc2ccc(-c3nc4ccccc4o3)cc2)c1,i,i
Cc1oc2c(CN3CCCC(C)C3)c(O)ccc2c(=O)c1-c1ccccc1 (centres undefined),i,i
Fc1ccc(NC(=S)NC2CCCCC2)c(F)c1F,i,i
Cc1ccc(S(=O)(=O)N2CCC(C(=O)NCCCN3CCCC3=O)CC2)cc1C,i,i
O=C(Nc1ccccc1)Oc1ccccc1N1CCOCC1,i,i
CCOC(=O)c1sc2ncc([N+](=O)[O-])cc2c1N,i,i
O=C(N/N=C/c1ccc2c(c1)OCO2)c1cccs1,i,i
CC(C)/C=C/CN1CCC(Oc2ccc(C(=O)N3CCCC3)cc2)CC1,i,i
